# proCasp3 act – procaspase-3 (human) activation; recombinant procaspase-3 D3A, Ac-DEVD-pNA absorbance 405 nm; activation, % at 8.5 µM; 330,000 compounds, 0.11% hits; AID 463141;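 active = activation above the mean of all tested compounds plus 3 SD, cut at about 21% in these data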;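 also: 0% = DMSO alone and 100% = DMSO wells spiked with extra 5 µM PC-3 D3A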
# Target sequence (P42574 whole entry D9A/D28A/D175A): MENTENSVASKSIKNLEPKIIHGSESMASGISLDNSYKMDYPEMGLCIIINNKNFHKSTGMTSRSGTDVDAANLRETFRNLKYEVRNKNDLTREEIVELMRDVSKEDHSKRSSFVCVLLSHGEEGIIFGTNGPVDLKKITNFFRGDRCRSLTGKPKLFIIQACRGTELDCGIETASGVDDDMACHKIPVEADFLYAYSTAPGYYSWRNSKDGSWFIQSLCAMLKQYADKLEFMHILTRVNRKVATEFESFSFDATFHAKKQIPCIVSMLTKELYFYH
#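 Assay system: Procaspase-3 D3A mutant, all three cleavage aspartates alanine. Buffer or medium: Zinc-free HEPES saline buffer with Triton X-100. Times: 1 h compound preincubation, 2 h substrate hydrolysis at 25 °C. Measured by: 405 nm absorbance of p-nitroaniline, reads at 0 and 120 min. Read-out basis: percent activation relative to control range. Replicates: singlicate.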
# CR mimetic SO – yeast age-related superoxide inhibition as caloric restriction mimetic; S. cerevisiae aged cells, superoxide DHE fluorescence; hits give low values; superoxide response (% of plate mean), % at 10 µM; 330,000 compounds, 0.18% hits; AID 2690;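 active = superoxide response under a set limit, about three screen SD below normal, cut at about 65% in these data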;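 also: yeast aged for seven days with compound at 30 °C before DHE staining; 100% = average MFI of all compound-treated wells on the plate with controls excluded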
# MEP2-GFP yeast – modulators of TOR pathway MEP2-GFP in S. cerevisiae; S. cerevisiae MEP2-GFP strain, flow cytometry GFP, 3 h; 100% = DMSO control level; GFP response vs DMSO, % at 10 µM; 330,000 compounds, 0.51% hits;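 active = GFP response versus DMSO above a set limit, roughly screen mean plus 3 SD, cut at about 180% in these data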;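 also: median GFP fluorescence of the barcode-gated MEP2-GFP cells per well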
# proCasp7 act – counter-screen for procaspase-3 activators: activators of human procaspase-7 | P55210 | recombinant procaspase-7, Ac-DEVD-pNA absorbance 405 nm; D23A/D198A/D206A triple mutant, cannot self-cleave; scale: DMSO 0, 5 µM enzyme 100 | activation, % at 8.5 µM | 330,000 compounds, 0.093% hits | AID 463210;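 active = percent activation above the screen-wide mean plus 3 SD, cut at about 25% in these data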
# Target sequence (P55210 whole entry D23A/D198A/D206A): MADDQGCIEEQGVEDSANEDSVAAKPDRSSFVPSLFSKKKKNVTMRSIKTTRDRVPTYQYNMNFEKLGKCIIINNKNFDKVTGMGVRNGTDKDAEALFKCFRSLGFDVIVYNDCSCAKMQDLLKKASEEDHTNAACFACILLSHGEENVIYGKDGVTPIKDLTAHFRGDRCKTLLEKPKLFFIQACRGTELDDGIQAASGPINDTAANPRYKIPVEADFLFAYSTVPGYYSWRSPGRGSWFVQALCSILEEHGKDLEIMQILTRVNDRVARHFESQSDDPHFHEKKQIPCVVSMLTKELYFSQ
#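 signal = Epi-absorbance of released pNA at 405 nm, two timepoints | assay system = Uncleavable procaspase-7 mutant enzyme | reagent = Ac-DEVD-pNA substrate, 400 µM as added | times = 1 h enzyme–compound preincubation and 2 h substrate reaction, both 25 °C | benchmarks = low DMSO alone, high DMSO plus 5 µM PC-7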
# LAP4-GFP MLPCN – modulators of TOR pathway LAP4-GFP in S. cerevisiae; S. cerevisiae LAP4-GFP multiplex, flow cytometry GFP, 3 h; median GFP as percent of DMSO wells; GFP response vs DMSO, % at 10 µM; 320,000 compounds, 0.34% hits; AID 2023;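 active = GFP response vs DMSO above a set limit, about the screen mean plus 3 SD, cut at about 150% in these data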
# JMJD2C inh – human JMJD2C demethylase inhibition. Q9H3R0. GST-JMJD2C(1-420) H3K9me3 demethylation, DELFIA europium. inhibition, % at 2.35 µM. 330,000 compounds, 0.069% hits. AID 2099;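 active = more than half of a compound's replicate wells show inhibition beyond 50%, single wells judged on their own value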;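 also: signal counts dimethyl H3K9 product captured on neutravidin plate; 0% = median of DMSO wells and 100% = 0.3 times that DMSO median; strong numbers were not always called active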
# Target sequence (Q9H3R0 1-420 limits assumed): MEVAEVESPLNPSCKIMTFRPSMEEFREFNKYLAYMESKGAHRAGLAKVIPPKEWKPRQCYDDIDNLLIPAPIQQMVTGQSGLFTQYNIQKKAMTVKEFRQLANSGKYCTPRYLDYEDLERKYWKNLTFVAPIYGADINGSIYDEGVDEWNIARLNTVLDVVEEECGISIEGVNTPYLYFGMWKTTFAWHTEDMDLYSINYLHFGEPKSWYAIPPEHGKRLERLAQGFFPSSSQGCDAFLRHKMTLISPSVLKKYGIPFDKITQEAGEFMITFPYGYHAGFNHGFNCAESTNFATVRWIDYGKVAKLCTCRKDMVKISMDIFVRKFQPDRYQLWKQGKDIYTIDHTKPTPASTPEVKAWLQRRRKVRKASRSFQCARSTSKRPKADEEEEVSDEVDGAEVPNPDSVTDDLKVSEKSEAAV
# RPL19A-GFP yeast – modulators of TOR pathway RPL19A-GFP in S. cerevisiae; S. cerevisiae RPL19A-GFP strain, flow cytometry, 3 h; hits give low values; percent response vs DMSO, % at 10 µM; 330,000 compounds, 0.3% hits;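 active = percent response vs DMSO below 50%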;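 also: median channel GFP fluorescence of the barcoded RPL19A-GFP strain; ratio of sample median GFP to plate DMSO average so 100% = DMSO; lower means less RPL19A-GFP as with rapamycin TOR inhibition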
# AHR activator – activates the human aryl hydrocarbon receptor; AHR-responsive luciferase reporter cells, luminescence; activation, % at 5 µM; 320,000 compounds, 2.5% hits; in the data active = activation above about 47%;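 also: 0% = vehicle wells and 100% = reference agonist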
# * marks the source's active call; other numbers are inactive results; nt = no result given; & = joins results of further samples.
1	COc1cccc(/C=C/C(=O)OC(C)C(=O)Nc2c(C)n(C)n(-c3ccccc3)c2=O)c1 (centres undefined)
2	CCOc1cccc(-c2nnc3sc(COc4ccc(OC)cc4)nn23)c1
3	Cc1cc(Nc2nc3ccccc3[nH]c2=O)n(-c2ccccc2)n1
4	COc1ccc(-c2n[nH]c(=S)n2-c2ccccc2C)cc1
5	O=C(CCc1ccccc1)NCCSCc1c(F)cccc1Cl
6	COC1=C(N2CCOCC2)C(=O)c2ccccc2C1=O
7	CCCCn1c(SCC(=O)N2CC(C)CC(C)C2)nc2cc(S(N)(=O)=O)ccc21 (centres undefined)
8	CCCOc1ccc(C2c3c(oc4cc(C)c(C)cc4c3=O)C(=O)N2CCCN2CCOCC2)cc1 (centres undefined)

screen / no.	1	2	3	4	5	6	7	8
proCasp3 act	4	9	10	-16	-2	1	12	-4
CR mimetic SO	88	106	93	105	106	128	84	102
MEP2-GFP yeast	99	95	105	105	102	103	108	111
proCasp7 act	-3	2	-1	3	17	-21	0	-14
LAP4-GFP MLPCN	100	105	97	95	96	nt	106	101
JMJD2C inh	-1	-14	nt	7	-18	1	7&6	-3
RPL19A-GFP yeast	96	98	99	99	105	104	105	99
AHR activator	-1	9	1	3	-4	7	2	0

# Quoted from the listing:
# `O=C(CCc1ccccc1)NCCSCc1c(F)cccc1Cl` | CR mimetic SO = 106
# `COc1cccc(/C=C/C(=O)OC(C)C(=O)Nc2c(C)n(C)n(-c3ccccc3)c2=O)c1` (centres undefined) | proCasp3 act = 4
# `Cc1cc(Nc2nc3ccccc3[nH]c2=O)n(-c2ccccc2)n1` | CR mimetic SO = 93
# `CCOc1cccc(-c2nnc3sc(COc4ccc(OC)cc4)nn23)c1` | proCasp3 act = 9

# Additional structures.
9	CC(=O)NS(=O)(=O)c1ccc(NC(=O)c2cc(-c3ccc(C)c(C)c3)nc3ccccc23)cc1
10	O=S(=O)(Nc1ccc2c(c1)OCCO2)c1ccc(Br)s1
11	CCc1cccc(CC)c1NC(=S)NCC(c1cccnc1)N1CCOCC1 (centres undefined)
12	CN(NC1OC(=O)c2ccccc21)c1ccccc1[N+](=O)[O-] (centres undefined)
13	S=c1[nH]nc(-c2ccc(Cl)cc2Cl)n1Cc1ccccc1
14	COc1ccc(C2CC(=O)C(C=NCCN3CCN(C(C)=O)CC3)=C(O)C2)cc1 (centres undefined)
15	CCOC(=O)c1sc2ncn(/N=C/c3ccc(O)cc3)c(=O)c2c1C
16	CNC(=O)[C@@H]1CCC(=O)N1

screen / no.	9	10	11	12	13	14	15	16
proCasp3 act	-5	1	-1	6	-7	4	5	2
CR mimetic SO	95	102	104	76	102	111	119	95
MEP2-GFP yeast	127	102	97	82	95	103	103	90
proCasp7 act	-1	7	2	5	-27	-13	5	-5
LAP4-GFP MLPCN	95	97	89	114	86	100	88	95
JMJD2C inh	7	7	-12	-16	3	3	1	10
RPL19A-GFP yeast	99	98	99	93	95	97	97	94
AHR activator	12	2	1	0	1	1	1	0

17	CCOc1ccc2nc(NC(=O)C(NS(=O)(=O)c3cccc4nsnc34)C(C)C)sc2c1 (centres undefined)
18	CN(C1CCCCC1)S(=O)(=O)c1ccc(-c2ccccn2)s1
19	COc1cc(O)c(C(CC(=O)N2CCOCC2)c2ccc(N(C)C)cc2)c(OC)c1 (centres undefined)
20	N#CCNC(=O)c1cccn1-c1ncc(C(F)(F)F)cc1Cl
21	Cc1sc2ncnc(Nc3ccc(O)cc3)c2c1C
22	COc1cc(NC(=O)CSCc2ccc(Cl)cc2Cl)c(C(=O)O)cc1OC
23	C=CC[C@@H](CC(=O)N[C@@H](CO)Cc1ccccc1)C(=O)NCCOC(=O)[C@@H](CC=C)Cc1ccc(F)cc1
24	C(=N\N(Cc1ccccc1)c1ccccc1)/c1cccnc1

screen / no.	17	18	19	20	21	22	23	24
proCasp3 act	4	7	-5	7	3	7	3	-3
CR mimetic SO	93	98	nt	104	97	95	108	125
MEP2-GFP yeast	94	96	nt	96	102	103	87	100
proCasp7 act	-2	8	-4	6	0	7	10	10
LAP4-GFP MLPCN	101	107	nt	99	98	87	81	100
JMJD2C inh	14	-4	-2	13	10	-3	-11	-13
RPL19A-GFP yeast	98	98	nt	98	98	104	89	96
AHR activator	35	-1	0	0	6	3	2	5

25	O=C(NCC(c1ccc(F)cc1)N1CCOCC1)c1c(F)cccc1F (centres undefined)
26	COC(=O)[C@]1(Cc2ccccc2)N[C@H](CN(C)C(=O)c2ccc(C(C)(C)C)cc2)[C@@H]2C(=O)N(Cc3ccccc3)C(=O)[C@@H]21
27	Cc1c(Cl)cccc1NC(=O)CC(C(=O)O)C1CCCO1 (centres undefined)
28	CN(C)C1(CNC(=O)c2cccc(S(=O)(=O)Nc3ccc(Br)cc3)c2)CCCCC1
29	O=C(O)CCC(=O)OCC1CCCCC1
30	COc1ncnc(OC)c1S(=O)(=O)NCc1ccccc1
31	COc1cccc(C(C(=O)NC2CCCCC2)N(C(=O)c2ccco2)c2ccccc2OC)c1 (centres undefined)
32	O=C(NC1CCSC1=O)c1cccc(C(=O)NC2CCSC2=O)c1 (centres undefined)

screen / no.	25	26	27	28	29	30	31	32
proCasp3 act	6	3	6	6	-1	-3	10	12
CR mimetic SO	82	131	98	109	114	100	89	96
MEP2-GFP yeast	97	107	103	105	96	108	97	128
proCasp7 act	2	6	-1	-2	-5	4	8	5
LAP4-GFP MLPCN	95	102	94	110	172*	93	88	97
JMJD2C inh	-3	nt	-2	6	0	-27	3	1
RPL19A-GFP yeast	100	107	101	97	109	104	91	80
AHR activator	2	0	0	3	0	-1	-2	-4

33	O=C(Nc1ccc(Cl)c(C(=O)N2CCOCC2)c1)c1ccccc1
34	O=C(NC1CC1)[C@@H]1CSC2c3ccccc3C(=O)N21 (some centres undefined)
35	Fc1ccccc1OCCSc1ncnc2nc[nH]c12
36	CS(=O)(=O)Nc1ccc(C2=NN(C(=O)c3cccc(F)c3)C(c3cccs3)C2)cc1 (centres undefined)
37	c1ccc2c(c1)CCNC2c1ccncc1 (centres undefined)
38	COc1ccccc1NC(=O)c1cc2c(CO)cnc(C)c2oc1=Nc1ccc(OC)c(OC)c1
39	COCCOC(=O)c1c(C)oc2ccc(OC(=O)c3c(OC)cccc3OC)cc12
40	COc1ccccc1N=c1sc2ccccc2n1C

screen / no.	33	34	35	36	37	38	39	40
proCasp3 act	6	5	-1	-2	2	6	-3	-2
CR mimetic SO	75	82	111	112	104	118	102	109
MEP2-GFP yeast	108	101	100	106	102	105	103	97
proCasp7 act	3	3	3	3	7	2	4	0
LAP4-GFP MLPCN	104	90	107	112	113	97	104	104
JMJD2C inh	-4	-2	0	10	7	5	-2	-5
RPL19A-GFP yeast	100	98	99	104	100	103	103	94
AHR activator	5	-2	4	0	1	10	2	20

# 4 entries picked at random from those above, as already listed:
40	COc1ccccc1N=c1sc2ccccc2n1C
14	COc1ccc(C2CC(=O)C(C=NCCN3CCN(C(C)=O)CC3)=C(O)C2)cc1 (centres undefined)
22	COc1cc(NC(=O)CSCc2ccc(Cl)cc2Cl)c(C(=O)O)cc1OC
15	CCOC(=O)c1sc2ncn(/N=C/c3ccc(O)cc3)c(=O)c2c1C

screen / no.	40	14	22	15
proCasp3 act	-2	4	7	5
CR mimetic SO	109	111	95	119
MEP2-GFP yeast	97	103	103	103
proCasp7 act	0	-13	7	5
LAP4-GFP MLPCN	104	100	87	88
JMJD2C inh	-5	3	-3	1
RPL19A-GFP yeast	94	97	104	97
AHR activator	20	1	3	1

# (listing goes on)
41	O=C(COc1ccc(Cl)cc1)NNC(=S)NCc1ccccc1
42	COc1ccc(C)cc1NC(=O)c1sc2ncn(CC(=O)N3CCCCC3)c(=O)c2c1C
43	CC(=O)c1c(N2CCN(C)CC2)nc(=S)n(Cc2ccccc2)c1C
44	CCOc1ccc(N(CC(=O)NCc2ccc3c(c2)OCO3)C(=O)c2csnn2)cc1
45	Cc1cc(NC(=O)CSc2nnc(-c3ccoc3C)o2)no1
46	CCc1nnc(NC(=O)CN2CC(C)OC(C)C2)s1 (centres undefined)
47	CC(C)(C)c1cc(CN2CCN(CCC#N)CC2)cc(C(C)(C)C)c1O
48	Cc1occc1C(=O)Nc1cccc([N+](=O)[O-])c1C

screen / no.	41	42	43	44	45	46	47	48
proCasp3 act	-8	-10	5	-5	-4	8	-5	2
CR mimetic SO	87	104	93	108	113	87	99	94
MEP2-GFP yeast	105	98	94	106	105	106	109	98
proCasp7 act	-22	13	6	-4	7	-3	-6	6
LAP4-GFP MLPCN	92	96	94	111	101	101	103	103
JMJD2C inh	41	2	11	-3	-3	24	-17	-2
RPL19A-GFP yeast	100	96	102	102	100	101	100	100
AHR activator	-2	0	1	4	24	0	0	3

49	Nc1cc2c(cc1O)CCCC2
50	COC(=O)c1cc(Cl)c(NC(=O)c2ccco2)cc1OC
51	COC(=O)C1=C(N)Oc2cc(N(C)C)ccc2C1c1ccccc1OC (centres undefined)
52	O=C(c1ccccc1)C(O)c1ccccc1 (centres undefined)
53	Cc1c(N=Cc2c(O)n(C3CCCCC3)c(=O)[nH]c2=O)c(=O)n(-c2ccccc2)n1C
54	Cc1ccc(S(=O)(=O)N2CCOC2CNC(=O)C(=O)NCCCN2CCOCC2)cc1 (centres undefined)
55	Cc1ccc(OCCNC(=O)c2ccc(NC(=O)CC3SC(N4CCCC4)=NC3=O)cc2)cc1 (centres undefined)
56	COc1ccc(C(=O)N/N=C/c2cc3ccccc3[nH]c2=O)cc1

screen / no.	49	50	51	52	53	54	55	56
proCasp3 act	-8	8	-5	6	-3	-1	-6	0
CR mimetic SO	99	96	101	111	100	96	114	86
MEP2-GFP yeast	101	100	95	92	94	132	89	101
proCasp7 act	-11	-1	15	4	0	5	-1	-5
LAP4-GFP MLPCN	104	101	97	90	91	116	94	106
JMJD2C inh	5	18	-3	2	-21	-18	-10	-12
RPL19A-GFP yeast	102	95	94	96	89	107	88	91
AHR activator	31	0	16	-2	1	8	9	3

57	CCc1ccc(Nc2nnc(SCc3cc(=O)n4ccsc4n3)s2)cc1
58	Fc1ccccc1/C=N/n1cc(-c2ccccc2)[nH]c1=S
59	CC(C)c1nnc(SCC(=O)N2CCc3ccccc32)n1C
60	Cc1cc(C(=O)Nc2ccc(N3CCCC3)c(Cl)c2)ccc1[N+](=O)[O-]
61	Cc1ccc(CNC(=O)CCNC(=O)N2CCn3c2nc2ccccc23)cc1
62	O=c1c2ccccc2[nH]c(=S)n1CCCN1CCN(c2ccccc2F)CC1
63	Cc1ccc(NC(=O)C(Nc2ccccc2)c2ccccc2)cc1 (centres undefined)
64	CCC(CC)C(=O)N1CC(=O)Nc2ccc(C)cc2C1c1ccccc1 (centres undefined)

screen / no.	57	58	59	60	61	62	63	64
proCasp3 act	3	-8	3	-1	7	5	4	3
CR mimetic SO	112	86	101	89	90	100	75	106
MEP2-GFP yeast	98	105	166	104	97	100	101	103
proCasp7 act	8	-20	15	-9	10	-2	0	5
LAP4-GFP MLPCN	95	116	156*	101	93	98	91	91
JMJD2C inh	-4	-9	-3	-8	3	3	-8	-9
RPL19A-GFP yeast	94	103	108	103	101	102	100	97
AHR activator	29	87*	15	2	2	10	4	-1

# Assay outcomes from PubChem BioAssay.
